MITF primary: blocks human microphthalmia-associated transcription factor; O75030; AlphaScreen MITF homodimerization, bead proximity signal; inhibition, % at 2.6 µM; actives 0.91% (n = 650,000); in the data active means inhibition above about 50%;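 further: 0% = vehicle wells with protein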
Target sequence (O75030 whole entry, looked up): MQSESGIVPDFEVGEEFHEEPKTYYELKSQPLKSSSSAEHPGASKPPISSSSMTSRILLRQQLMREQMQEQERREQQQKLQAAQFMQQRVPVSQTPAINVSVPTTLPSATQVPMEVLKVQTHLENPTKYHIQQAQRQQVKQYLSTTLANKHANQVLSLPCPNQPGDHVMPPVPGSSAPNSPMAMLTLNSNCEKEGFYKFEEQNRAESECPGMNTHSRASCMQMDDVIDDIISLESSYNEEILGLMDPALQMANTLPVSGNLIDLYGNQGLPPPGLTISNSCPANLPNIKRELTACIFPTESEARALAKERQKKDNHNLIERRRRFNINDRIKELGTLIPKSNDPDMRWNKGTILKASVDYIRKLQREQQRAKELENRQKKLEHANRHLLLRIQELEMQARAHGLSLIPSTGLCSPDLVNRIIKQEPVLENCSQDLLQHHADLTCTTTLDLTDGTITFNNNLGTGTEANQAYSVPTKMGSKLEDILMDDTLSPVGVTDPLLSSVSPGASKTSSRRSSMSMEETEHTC
FBW7 activator: human FBW7 E3 ligase activation, primary screen. Q969H0. AlphaScreen FBW7–phospho-cyclin E peptide binding, activator screen. normalized activity (activation), % at 26.1 µM. actives 0.13% (n = 650,000). AID 1259310; in the data active means normalized activity above about 1.9%;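 further: purified mutant Fbw7 with reduced substrate affinity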
GPR151 ag: activators of human GPR151; PathHunter beta-arrestin GPR151 cells, luminescence; activation, % at 11.2 µM; actives 1% (n = 650,000); in the data active means activation above about 4.9%;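 further: 0% = median of compound wells and 100% = cells with positive control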
Target sequence (Q8TDV0 whole entry, looked up): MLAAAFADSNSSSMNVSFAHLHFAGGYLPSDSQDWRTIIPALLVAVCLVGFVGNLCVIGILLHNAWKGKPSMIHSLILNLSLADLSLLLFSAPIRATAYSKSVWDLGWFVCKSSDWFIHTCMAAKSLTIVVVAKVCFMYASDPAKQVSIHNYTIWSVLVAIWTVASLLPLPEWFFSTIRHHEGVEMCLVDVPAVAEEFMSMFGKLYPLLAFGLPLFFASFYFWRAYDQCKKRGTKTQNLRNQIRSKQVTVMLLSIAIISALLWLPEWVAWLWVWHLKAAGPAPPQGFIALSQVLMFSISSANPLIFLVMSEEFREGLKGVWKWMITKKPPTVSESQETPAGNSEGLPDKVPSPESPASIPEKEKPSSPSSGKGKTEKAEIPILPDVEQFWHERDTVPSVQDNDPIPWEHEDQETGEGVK
TEAD-YAP block: TEAD-YAP interaction inhibition; HEK-TIYL cells, TEAD-Gal4/YAP UAS-luciferase luminescence; inhibition, % at 9.12 µM; actives 1.4% (n = 640,000); in the data active means inhibition above about 32%;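 further: 0% = median of test compound wells and 100% = reference inhibitor wells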
Active calls of the source: *; & = joins results of further samples.

Preview (3 entries):
SMILES	MITF primary	FBW7 activator	GPR151 ag	TEAD-YAP block
CCCn1c2ccccc2c2ccccc21	5.0	0.1	-0.1	8.8
CCOC(=O)C1=C(C)Nc2ncnn2C1c1cccc(Cl)c1Cl (stereo not drawn)	-2.9&11.9	0.0&0.2	4.8&0.1	-15.8&5.3
O=S(=O)(c1cccs1)N1CCN(CCO)CC1	-2.0	0.0	1.4	6.8

The listing, from the first entry:
SMILES	MITF primary	FBW7 activator	GPR151 ag	TEAD-YAP block
CCCn1c2ccccc2c2ccccc21	5.0	0.1	-0.1	8.8
CCOC(=O)C1=C(C)Nc2ncnn2C1c1cccc(Cl)c1Cl (stereo not drawn)	-2.9&11.9	0.0&0.2	4.8&0.1	-15.8&5.3
O=S(=O)(c1cccs1)N1CCN(CCO)CC1	-2.0	0.0	1.4	6.8
c1ccc2c(c1)OC[C@@H](c1nc3cc(-c4ccncc4)cnc3s1)O2	19.3	0.0	1.0	-3.4
CCOC(=O)c1c(NC(=O)/C=C\C(=O)O)sc2c1CCC(CC)C2 (stereo not drawn)	-8.1	0.1	-0.8	43.3*
CCOC(=O)c1c(NC(=O)c2nnn(-c3ccccc3)c2C)sc(C)c1C	-12.5	-0.1	-0.1	2.3
CCOc1ccc(-n2c(=S)sc3c(=O)n(-c4ccc(F)cc4)c(SCC(=O)NCc4ccco4)nc32)cc1	-3.8	0.0	-0.7	-2.9
C[C@H](Cn1cnc2c(N)ncnc21)OCP(=O)(O)O	1.1	0.1	4.1	-7.8
Fc1ccc(-c2cc(NCCCN3CCOCC3)nc(-c3ccccn3)n2)cc1	-13.3	-0.7	-1.2	9.8
CC(C)(C)C(=O)COC(=O)c1cccc(N2C(=O)C3CC=CCC3C2=O)c1 (stereo not drawn)	-2.2	0.0	0.6	-1.0
Cc1ccc(N(C(=O)C(C)(C)C)C2C=CS(=O)(=O)C2)cc1 (stereo not drawn)	-10.5	0.2	-1.8	-9.2
O=C(c1cnc2sc3ccccc3n2c1=O)N1CCC(O)C1 (stereo not drawn)	4.9	-0.1	-0.9	-7.6
Cc1cc(SCC(=O)N/N=C/c2ccc(O)c(O)c2)nc2ccccc12	-8.7	-0.9	-0.3	-23.9
NC(=O)COC(=O)c1ccc(S(=O)(=O)N2CCCCC2)cc1	8.7	0.5	0.0	3.7
COc1ccc(NC(C)C(=O)Nc2ccc(C(C)=O)cc2)cc1Cl (stereo not drawn)	-5.2	-0.1	-0.4	0.8
c1ccc2[nH]c(SCCCN3CCCCC3)nc2c1	-8.9	0.1	0.6	-7.5
O=C(Oc1ccccc1N1C(=O)C2C3CCC(C3)C2C1=O)c1ccccc1 (stereo not drawn)	1.7	-0.1	0.2	-5.1
COc1ccc(C2CC(C(F)(F)F)n3nc(C(=O)Nc4ccc(C)c(C)c4)cc3N2)cc1 (stereo not drawn)	-2.7	-0.1	0.2	-11.7
CN1C(=O)C(O)(CC(=O)c2ccc3c(c2)OCCO3)c2cc(Br)ccc21 (stereo not drawn)	5.9	0.1	0.3	6.2
COC(=O)c1ccc(NCn2nnc3ccccc32)cc1	11.0	-0.1	0.1	-15.2
Cc1cc(C)cc(-n2c(C)nc3cc(C(=O)NC4CCCC4)ccc32)c1	3.8	-0.1	0.1	-9.1
Cc1ccc(NC(=O)COC(=O)CN2C(=O)C3CCCCC3C2=O)cc1F (stereo not drawn)	15.7	0.1	1.0	6.2
COc1ccc(/C=C2/SC(N3CCC(C)CC3)=NC2=O)c(OC)c1	-3.5	-0.1	-0.4	-35.7
O=C(Cc1cn(-c2ccc(NCc3ccc4c(c3)OCO4)nn2)c2ccccc12)NCCc1ccc(O)cc1	2.3	-0.1	0.2	-0.4
O=C(Cn1c(=O)oc2cc(S(=O)(=O)N3CCCC3)ccc21)NC1CCCCCC1	6.2	-0.1	-0.2	10.0
Later entries
SMILES	MITF primary	FBW7 activator	GPR151 ag	TEAD-YAP block
CC(=O)NCCc1nc2cc([N+](=O)[O-])ccc2n1C	5.7	0.1	-0.1	-6.2
O=C(Nc1ccccc1F)c1cc(=O)c2ccccc2o1	18.2	0.1	-1.5	-18.4
N#Cc1ccccc1NC(=O)c1cc2c(s1)-c1ccccc1S(=O)(=O)C2	3.4	0.1	0.2	17.4
COc1ccc(NC(=O)C(NC(=O)c2ccc(=O)[nH]c2)c2ccc(C)cc2)cc1 (stereo not drawn)	8.6	0.2	-0.4	-2.6
O=C1NC2(CCN(CC(=O)N3CCc4ccccc43)CC2)C(=O)N1Cc1ccc(F)cc1	6.1	0.1	-1.1	5.6
CC(=O)c1sc2nc(-c3ccc4c(c3)OCO4)cc(C(F)(F)F)c2c1N	7.2	1.0	-0.6	1.5
CC(C)(C)NC(=O)c1ccccc1I	15.0	0.1	-1.8	3.1
CCC(C)(C)NC(=O)CN(Cc1ccccc1)C(=O)CCC(=O)Nc1ccccn1	5.6	0.5	-0.3	-3.0
Cc1ccc(-c2nc(NC(=O)c3cccs3)sc2-c2ccccc2)cc1	-3.6	0.1	0.5	7.2
CCN1CCN(CCCOc2ccc3c(c2)CCC3)CC1	61.2*	0.1	0.1	6.3
O=C(NC1CCCC1)c1cc(C2CC2)on1	-4.4	-0.1	-1.0	-30.4
Cc1ccccc1Cc1c(C)nc2nc(=S)[nH]n2c1C	0.4	0.1	0.0	-10.3
CCN1CCN(Cc2c(O)ccc3c(-c4cc5ccccc5oc4=O)cc(=O)oc23)CC1	8.4	-0.1	0.2	5.7
O=S(=O)(Nc1ccc(F)cc1)c1cc(S(=O)(=O)c2ccc(Cl)cc2)ccc1Cl	-9.2	0.0	3.1	6.8
CCC(C)OC(=O)n1ccc(C(=O)Nc2nccs2)n1 (stereo not drawn)	-0.9	-0.1	-0.2	-10.5
CCOC(=O)c1c(NC(=O)c2ccc(N3C(=O)C4C5C=CC(C5)C4C3=O)cc2)sc2c1CC(C)CC2 (stereo not drawn)	4.0	0.0	2.2	4.1
CC(OC(=O)COc1ccc(Cl)cc1)C(=O)N1CCN(Cc2ccccc2)CC1 (stereo not drawn)	-2.7	0.0	0.9	2.0
Cc1ccc(C(=O)OC/C(=N\O)c2ccccc2)cc1	2.8	0.0	-0.3	-25.7
O=C(NNC1CC(=O)N(c2ccccc2)C1=O)c1ccc([N+](=O)[O-])cc1 (stereo not drawn)	4.2	0.6	-1.1	8.3
Cc1c(NC(=O)c2cccc3c(=O)c(C)c(-c4ccccc4)oc23)cccc1-n1cnnn1	5.3	0.3	0.3	3.3
O=P(O)(O)CC(CN1CCCCC1)P(=O)(O)O (stereo not drawn)	9.2	0.0	-1.3	-8.4
CCOC(=O)c1c(NC(=O)c2cc(C)no2)sc(C)c1C	7.9	0.2	0.0	-4.7
c1cncc(-c2nc(N3CCCCC3)c3ccccc3n2)c1	-7.9	0.0	-1.3	17.3
CC(C)Sc1nc2ncnc(N)c2[nH]1	4.1	0.2	1.4	-3.9
Cc1cc(Br)ccc1NC(=O)Cn1cc([N+](=O)[O-])cn1	6.4	-0.1	1.7	8.3

Part of the list above in order of SMILES length, smallest number first.
SMILES	MITF primary	FBW7 activator	GPR151 ag	TEAD-YAP block
O=C(NC1CCCC1)c1cc(C2CC2)on1	-4.4	-0.1	-1.0	-30.4
CCC(C)OC(=O)n1ccc(C(=O)Nc2nccs2)n1 (stereo not drawn)	-0.9	-0.1	-0.2	-10.5
CC(=O)c1sc2nc(-c3ccc4c(c3)OCO4)cc(C(F)(F)F)c2c1N	7.2	1.0	-0.6	1.5
CCC(C)(C)NC(=O)CN(Cc1ccccc1)C(=O)CCC(=O)Nc1ccccn1	5.6	0.5	-0.3	-3.0

Quoted from the listing:
For GPR151 ag, CCOC(=O)c1c(NC(=O)c2ccc(N3C(=O)C4C5C=CC(C5)C4C3=O)cc2)sc2c1CC(C)CC2 (stereo not drawn) has the entry 2.2
For MITF primary, O=C1NC2(CCN(CC(=O)N3CCc4ccccc43)CC2)C(=O)N1Cc1ccc(F)cc1 has the entry 6.1
For GPR151 ag, CC(C)Sc1nc2ncnc(N)c2[nH]1 has the entry 1.4
For MITF primary, CCN1CCN(CCCOc2ccc3c(c2)CCC3)CC1 has the entry 61.2*
For GPR151 ag, CCC(C)(C)NC(=O)CN(Cc1ccccc1)C(=O)CCC(=O)Nc1ccccn1 has the entry -0.3

Remaining list, next part:
SMILES	MITF primary	FBW7 activator	GPR151 ag	TEAD-YAP block
COc1ccc2nc(-c3ccncc3)cc(C(=O)O)c2c1	1.8	-0.1	0.0	8.8
CCS(=O)(=O)c1ccc(O)c(NC(=O)/C=C/c2ccc(Cl)cc2)c1	8.0	0.2	-0.3	3.2
Cc1cc(Cl)c(S(=O)(=O)Nc2cccc([N+](=O)[O-])c2)cc1OCC(N)=O	-9.1	-0.2	0.1	6.0
Nc1nc(SCc2ccccn2)nn1CC(=O)N1CCCCC1	-9.5	0.0	0.1	-3.5
CC(C)CN(CC(C)C)C(=O)c1ccc([N+](=O)[O-])o1	-5.8	0.1	-1.0	-2.8
CC1CC(C)CN(S(=O)(=O)c2ccc(C(=O)Nc3ccc4c(c3)C(=O)N(C)C4=O)cc2)C1 (stereo not drawn)	6.7	-0.3	0.1	-8.6
CC(=O)N1CCc2c(sc(NC(=O)c3ccc(S(=O)(=O)N4CCCC4)cc3)c2-c2nc3ccccc3s2)C1	2.2	0.0	-0.2	-8.1
CN(C)C1=C(Nc2cccc(Cl)c2)C(=O)c2ccccc2C1=O	20.4	0.0	-0.6	-6.9
CCOc1cccc(OCCOc2ccc(F)cc2)c1	-0.8	1.0	-1.3	-6.7
COc1ccc(OC)c(/C=N/NC(=O)C(=O)Nc2ccc(OC)cc2OC)c1	18.6	0.4	4.4	10.3
CC(=O)Nc1ccc(S(=O)(=O)N2CCN(c3ccccn3)CC2)cc1	9.6	0.1	1.0	-1.9
N[C@H](Cc1ccc(Br)cc1)C(=O)N1CCC(C(=O)Nc2ccc3[nH]ncc3c2)C1 (stereo partly drawn)	16.5	0.3	1.3	2.9
COC(=O)c1ccccc1NC(=O)COc1ccccc1C(=O)Nc1ccccn1	-1.1	-0.2	1.0	-0.9
Cc1ccc(C(=O)CSc2nc(C)cc(C)n2)cc1	0.5	0.1	-0.8	-15.4
O=C1c2cc3ccccc3cc2C(=O)N1Cc1ccco1	16.8	0.2	5.8*	9.3
Cc1ccc(C)c2nc(N3CCCC3)c(C#N)cc12	-10.8	0.3	2.4	-16.5
COc1ccc(C2CC(C(F)(F)F)n3nc(C(=O)Nc4cccc5ccccc45)c(Cl)c3N2)cc1 (stereo not drawn)	2.1	0.0	-1.0	2.8
Cc1cc(C)nc(N2CCC(CNC(=O)Cc3ccc(O)cc3)CC2)n1	-34.9	0.0	-0.7	-8.3
OCCCc1nc2ccccc2n1CC1CC1(Cl)Cl (stereo not drawn)	9.0	-0.2	2.7	-1.5
CC1=NN(Cc2ccccc2)C(=O)C1C(c1ccccc1)C(C#N)C#N (stereo not drawn)	7.5	-0.7	0.3	-3.8
Cc1cccc(CC(=O)Nc2cnn(-c3cccc(C(=O)Nc4cccc(Br)c4)c3)c2)c1	0.9	0.0	0.3	-9.8
CCCn1c(=O)c(CC(=O)OCC)c(O)c2ccccc21	1.4	-0.1	3.8	-15.6
COc1ccc(OC)c(NC(=O)COc2ccc(Br)cc2CO)c1	4.2	0.3	-1.7	-8.1
Nc1nn(S(=O)(=O)Cc2ccc(Br)cc2)cc1-c1ccccc1	-0.8	0.0	0.1	7.1
Cc1cccc(C(=O)Nc2c(C)nc3nc[nH]n3c2=O)c1	-1.3	-0.1	-0.5	-5.8
Continued.
SMILES	MITF primary	FBW7 activator	GPR151 ag	TEAD-YAP block
Cc1cc(Br)ccc1OCC(=O)NC1CCCCC1	-22.7	0.0	-1.3	-40.8
O=C(NCc1cccs1)c1ccc2ccccc2c1	10.3	0.6	-0.1	-44.6
O=C(CCS(=O)(=O)Cc1ccccc1Cl)N1CCOCC1	-9.5	0.0	1.3	7.5
O=C(NC(=S)Nc1ccccc1N1CCOCC1)c1ccco1	22.0	1.1	0.9	12.7
C[C@@H](O)[C@@H]1NC(=O)[C@@H]2C[C@H](NC(=O)Oc3ccccc3)CN2C1=O	-5.7	0.1	1.6	-10.0
CS(=O)(=O)N(CC(=O)Nc1ccc(OCc2ccccc2)cc1)C1CCCCC1	15.2	-0.1	0.1	8.5
CCCN(CCC)C(=O)c1cccc(Cl)c1	2.7	-0.1	-0.3	5.0
CCOC(=O)C1CCN(C(=O)c2ncn[nH]2)CC1	5.8	0.0	-1.0	6.6
O=C(CNC(=O)c1c[nH]c2ccccc12)Nc1ccc(F)c(Cl)c1	-0.6	0.0	2.7	-6.0
CCc1ccc2[nH]ccc(=O)c2c1	15.5	0.9	-0.6	4.8
CC1(C)CC(=O)C(C=NCCc2ccccn2)=C(O)C1	-6.2	-0.1	-0.3	-5.9
CCc1nnc(NC(=O)COC)s1	6.1	-0.1	-0.2	-2.4
O=C(CCCCCn1c(=S)[nH]c2ccc(Br)cc2c1=O)NCCCN1CCOCC1	-4.3	-0.1	-1.1	-7.2
O=C(COc1ccc(Br)cc1CO)NC1CCCc2ccccc21 (stereo not drawn)	15.7	0.7	-2.6	-17.9
O=S(=O)(Nc1cccc2cccnc12)c1ccc(Br)cc1	-2.7	-0.1	-0.8	22.3
CS(=O)(=O)N(CC(=O)NCc1ccco1)c1ccc(C23CC4CC(CC(C4)C2)C3)cc1	5.1	0.1	-0.1	2.3
N#Cc1ccc(OCC(=O)N2C(=O)c3ccccc3S2(=O)=O)cc1	1.3	-0.1	-0.4	9.2
COc1ccc(OC)c(C2CC(=O)C3=C(C2)NC(=O)CC3c2ccccc2OC)c1 (stereo not drawn)	1.2	-0.2	0.0	-4.2
COC(=O)CSc1cc([N+](=O)[O-])c(C)c([N+](=O)[O-])c1	6.7	0.0	-0.2	10.2
N#CC1=C(N)SC(N)=C(C#N)C1c1ccc(-c2ccccc2)cc1	5.9	-0.2	-0.3	2.3
Cc1cc(Cl)ccc1NC(=O)C(=O)N/N=C/c1ccccc1O	5.9	-0.1	-1.2	11.2

Screens (PubChem)
